Screening results deposited in PubChem by several laboratories.
proCasp3 act: activates human procaspase-3 | actives 0.11% (n = 330,000) | P42574 | activation, % at 8.5 µM | AID 463141 | recombinant procaspase-3 D3A, Ac-DEVD-pNA absorbance 405 nm;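 active = activation above the mean of all tested compounds plus 3 SD, cut at about 21% in these data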;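 also: 0% = DMSO alone and 100% = DMSO wells spiked with extra 5 µM PC-3 D3A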
Target sequence (P42574 whole entry D9A/D28A/D175A): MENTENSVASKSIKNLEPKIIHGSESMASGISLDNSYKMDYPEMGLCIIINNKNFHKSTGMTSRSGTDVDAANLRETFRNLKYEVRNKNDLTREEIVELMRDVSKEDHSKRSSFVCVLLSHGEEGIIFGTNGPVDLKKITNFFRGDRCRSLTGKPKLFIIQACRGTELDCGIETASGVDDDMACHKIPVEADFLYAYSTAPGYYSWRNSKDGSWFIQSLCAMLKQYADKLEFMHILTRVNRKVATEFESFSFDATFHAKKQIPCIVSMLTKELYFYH
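Assay system: Procaspase-3 D3A mutant, all three cleavage aspartates alanine. Buffer or medium: Zinc-free HEPES saline buffer with Triton X-100. Times: 1 h compound preincubation, 2 h substrate hydrolysis at 25 °C. Measured by: 405 nm absorbance of p-nitroaniline, reads at 0 and 120 min. Read-out basis: percent activation relative to control range. Replicates: singlicate.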
GASC-1 inh: blocks human GASC-1 demethylase activity; AID 2099; actives 0.069% (n = 330,000); inhibition, % at 2.35 µM; GST-JMJD2C(1-420) H3K9me3 demethylation, DELFIA europium; Q9H3R0;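 active = more than half of a compound's replicate wells show inhibition beyond 50%, single wells judged on their own value; inconclusive = some, but no more than half, of replicates pass 50% inhibition; inactive = no replicate passes 50% inhibition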;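 also: signal counts dimethyl H3K9 product captured on neutravidin plate; 0% = median of DMSO wells and 100% = 0.3 times that DMSO median; strong numbers were not always called active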
MEP2 TOR yeast: modulators of TOR pathway MEP2-GFP in S. cerevisiae; S. cerevisiae MEP2-GFP strain, flow cytometry GFP, 3 h; 100% = DMSO control level; AID 2016; actives 0.51% (n = 330,000); GFP response vs DMSO, % at 10 µM;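 active = GFP response versus DMSO above a set limit, roughly screen mean plus 3 SD, cut at about 180% in these data; inconclusive = fewer than 70 cells counted for a yeast strain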;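 also: median GFP fluorescence of the barcode-gated MEP2-GFP cells per well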
RPL19A-GFP yeast: modulators of TOR pathway RPL19A-GFP in S. cerevisiae; S. cerevisiae RPL19A-GFP strain, flow cytometry, 3 h; stronger effect = lower value; percent response vs DMSO, % at 10 µM; actives 0.3% (n = 330,000); AID 2025;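 active = percent response vs DMSO below 50%; inconclusive = fewer than 70 events counted for the yeast strain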;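 also: median channel GFP fluorescence of the barcoded RPL19A-GFP strain; ratio of sample median GFP to plate DMSO average so 100% = DMSO; lower means less RPL19A-GFP as with rapamycin TOR inhibition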
AHR act: human AHR activation. P35869. AHR-responsive luciferase reporter cells, luminescence. activation, % at 5 µM. actives 2.5% (n = 320,000). AID 2796; in the data active = activation above about 47%;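 also: 0% = vehicle wells and 100% = reference agonist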
Target sequence (P35869 whole entry, looked up): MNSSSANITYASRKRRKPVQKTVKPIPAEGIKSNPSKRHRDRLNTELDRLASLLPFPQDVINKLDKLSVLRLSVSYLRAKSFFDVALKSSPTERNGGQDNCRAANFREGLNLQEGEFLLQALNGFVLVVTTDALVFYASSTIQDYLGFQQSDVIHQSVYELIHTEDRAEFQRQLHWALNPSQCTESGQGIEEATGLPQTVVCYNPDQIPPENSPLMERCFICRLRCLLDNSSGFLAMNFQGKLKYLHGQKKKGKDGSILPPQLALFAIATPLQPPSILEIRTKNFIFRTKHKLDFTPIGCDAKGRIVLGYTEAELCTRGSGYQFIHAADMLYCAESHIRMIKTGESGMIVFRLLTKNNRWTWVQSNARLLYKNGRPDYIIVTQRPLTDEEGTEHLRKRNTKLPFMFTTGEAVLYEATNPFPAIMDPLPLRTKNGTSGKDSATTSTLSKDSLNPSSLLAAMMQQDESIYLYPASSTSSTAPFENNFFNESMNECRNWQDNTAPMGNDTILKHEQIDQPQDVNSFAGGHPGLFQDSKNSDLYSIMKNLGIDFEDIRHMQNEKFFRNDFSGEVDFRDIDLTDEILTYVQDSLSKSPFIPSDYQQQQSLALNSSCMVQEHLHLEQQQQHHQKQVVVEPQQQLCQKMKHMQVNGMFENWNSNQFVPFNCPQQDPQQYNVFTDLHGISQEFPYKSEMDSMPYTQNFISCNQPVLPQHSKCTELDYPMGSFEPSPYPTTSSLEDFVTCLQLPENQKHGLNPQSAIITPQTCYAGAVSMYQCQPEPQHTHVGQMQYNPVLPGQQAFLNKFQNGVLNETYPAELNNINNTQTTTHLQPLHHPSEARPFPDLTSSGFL
LAP4-GFP MLPCN: alters LAP4-GFP fluorescence in TOR pathway yeast screen; S. cerevisiae LAP4-GFP multiplex, flow cytometry GFP, 3 h; median GFP as percent of DMSO wells; GFP response vs DMSO, % at 10 µM; AID 2023; actives 0.34% (n = 320,000);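 active = GFP response vs DMSO above a set limit, about the screen mean plus 3 SD, cut at about 150% in these data; inconclusive = under 70 cell events counted for the yeast strain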
Yeast superoxide: lowers age-related superoxide in aged yeast cells | S. cerevisiae aged cells, superoxide DHE fluorescence; stronger effect = lower value | superoxide response (% of plate mean), % at 10 µM | actives 0.18% (n = 330,000);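 active = superoxide response under a set limit, about three screen SD below normal, cut at about 65% in these data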;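 also: yeast aged for seven days with compound at 30 °C before DHE staining; 100% = average MFI of all compound-treated wells on the plate with controls excluded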
proCasp7 act: activates human procaspase-7, counter-screen for procaspase-3 activators; recombinant procaspase-7, Ac-DEVD-pNA absorbance 405 nm; D23A/D198A/D206A triple mutant, cannot self-cleave; scale: DMSO 0, 5 µM enzyme 100; P55210; AID 463210; activation, % at 8.5 µM; actives 0.093% (n = 330,000);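 active = percent activation above the screen-wide mean plus 3 SD, cut at about 25% in these data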
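Assay system: Uncleavable procaspase-7 mutant enzyme | Input: 2 µM procaspase-7 mutant as dispensed | Timing: 1 h compound preincubation, 2 h substrate cleavage, 25 °C | Repeats: One well per compound | Control set: DMSO wells as 0%, DMSO with 5 µM added PC-7 as 100% | Technique: Epi-absorbance of released pNA at 405 nm, two timepoints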
* = called active by the depositor; ? = inconclusive; / = no result given; & = joins results of further samples; [ ] = another dose, or the depositor's remark.

The line under a structure holds: proCasp3 act	GASC-1 inh	MEP2 TOR yeast	RPL19A-GFP yeast	AHR act	LAP4-GFP MLPCN	Yeast superoxide	proCasp7 act
- CCOC(=O)N1CCN(CCC(=O)Nc2ccc(OC)cc2OC)CC1
    0	7	104	98	1	100	101	3
- O=C(CSc1ncn[nH]1)NCCc1ccc(Cl)cc1Cl
    8	0	110	106	-2	105	102	9
- CCCc1cc(C(=O)N(C2CCCCC2)C2CCCCC2)no1
    -2	-1	92	106	-2	96	103	4
- CCOc1ccccc1C(=O)N/N=C/c1c[nH]c2ccccc12
    -5	0	97	100	31	101	100	4
- COc1cc(N/C(=N/S(=O)(=O)c2ccccc2)c2ccccc2)ncn1
    9	-9	96	97	4	92	93	9
- CCOc1ccccc1C(=O)NC(CO)C(=O)O (stereo not given)
    1	1	98	102	-1	100	110	20
- CC(C)CCNC(=O)Cc1ccc(Nc2nc(=S)[nH]c3ccccc23)cc1
    5	-29	97	98	5	102	101	2
- N=c1sccn1CC(=O)NC(=O)NC1CCCC1
    -1	-6	109	109	-2	103	90	5
- COc1ccc(/C=C(/NC(=O)c2ccccc2)c2nc3ccccc3[nH]2)cc1OC
    0	-8	93	103	10	100	101	5
- CCOC(=O)c1sc(N)c(C#N)c1CSc1nnc(C2CCCCC2)n1N
    -4	-8	101	94	-3	87	85	1
- O=C(O)c1ccccc1OCCOc1ccccc1
    -1	3	112	105	2	106	114	9
- CC1CCCC(C)N1CCCNC(=O)C1CCCN(c2ncnc3c2nc2n3CCCCC2)C1 (stereo not given)
    -5	4	103	105	1	97	94	16
- CCOc1ccc(CCNC(=O)C(CC)n2nc(C)n3c(cc4sccc43)c2=O)cc1OCC (stereo not given)
    5	-2	105	105	1	104	122	-11
- CC(=O)Nc1cc(C(=O)N(C)Cc2ccccc2)ccc1S(=O)(=O)c1ccc(C)cc1
    2	9	112	103	2	99	95	0
- O=C(C1CC1)N1CCc2cc(S(=O)(=O)NCc3ccccc3)ccc21
    6	6	98	96	4	91	115	6
- COc1cc(NS(=O)(=O)c2ccc(NC(=S)NC(=O)c3ccc(Br)cc3)cc2)ncn1
    1	-1	96	100	0	109	84	-3
- O=S(=O)(c1ccc(N2CCN(S(=O)(=O)c3ccccc3)CC2)nc1)N1CCCC1
    7	6	98	101	0	106	113	0
- CSc1cccc(NC(=O)CNC(=O)C2CCCCC2)c1
    3	19	108	103	3	81	110	-10
- CN(Cc1ccccc1NS(=O)(=O)c1ccc(Cl)cc1)C1CCCCC1
    -1	-2	101	99	0	91	129	9
- COc1ccc(N2CC(C(=O)NCCc3ccc(Cl)cc3)CC2=O)cc1 (stereo not given)
    6	4	101	99	0	94	104	-8
- CC1(c2nnc(Cc3ccccc3)o2)CC(c2ccc(Br)cc2)=NO1 (stereo not given)
    -3	1	103	100	4	100	105	0
- CCOc1ccc(CCNC(=O)c2ccc(CS(=O)Cc3ccc(Cl)cc3)o2)cc1OCC (stereo not given)
    0	4	98	96	2	98	131	2
- Cc1occc1C(=O)NCc1cccs1
    4	0	103	99	0	104	104	7
- Cc1ccc(NC(=O)NCCN2CCCCC2)cc1C
    6	-11	109	106	5	96	100	2
- CCOC(=O)c1c(NC(=O)COc2ncnc3sccc23)sc2c1CCC2
    3	-33	104	96	5	99	88	-3
- CCOc1ccccc1N1CCN(C(=O)Cc2ccc(S(=O)(=O)N3CCOCC3)s2)CC1
    -1	0	95	94	2	102	102	3
- O=C(COc1ccc(F)cc1)N1c2ccccc2CCc2ccccc21
    7	-1	102	103	-2	87	104	3
- COc1ccc(N2C(=O)C(C)(C)C2c2c(O)ccc3ccccc23)cc1 (stereo not given)
    -8	2	123	115	1	109	90	10
- O=C1N=c2ccccc2=C1c1sc(NS(=O)(=O)c2ccccc2)nc1O
    6	-5	103	108	2	112	92	9
- CCOC(=O)CSc1nnc(NCC(=O)OC(C)C)c(=O)[nH]1
    -16	-10	97	97	3	100	100	-9
- COc1ccccc1N1C(=O)C2ON(c3ccccc3)C(c3ccc(N(C)C)cc3)C2C1=O (stereo not given)
    -11	19	97	100	3	116	95	-7
- COc1ccccc1CNC(=O)c1ccc(OC(F)F)c(OC)c1
    3	19	100	103	5	101	95	4
- CCCN(c1ccccc1F)S(=O)(=O)c1cc(-c2cc(C)no2)ccc1OC
    6	4	134	47*	3	89	103	5
- CN1CCC[C@H]1CCNC(=O)c1c(-c2ccsc2)sc2ccccc12
    -1	36	/	/	5	/	91	5
- CCOC(=O)N1CCN(C(=O)CSc2nnc(-c3c[nH]c4ccccc34)n2CCOC)CC1
    -8	-2	93	89	-1	88	82	-2
- CC(=O)N1CCc2ccc(S(=O)(=O)N3CCN(C)CC3)cc21
    2	1	98	98	-1	88	99	3
- Cc1ccc(NC(=O)C(=O)NCCN2CCN(Cc3ccc([N+](=O)[O-])cc3)CC2)cc1
    7	-2	104	103	-1	88	86	4
- C=CCn1c(SCC(=O)OC)nc2sc3c(c2c1=O)CCN(C)C3
    -1	9	89	93	-2	101	106	5
- Cc1cc(Cl)ccc1OCc1nnc2n1CCCCC2
    -1	26	93	94	1	99	96	6
- O=C(c1cccc2nccnc12)N1CCCC(Nc2ccc(F)c(F)c2)C1 (stereo not given)
    0	1	?	?	4	89[may fluoresce red]	91	-1
- Cc1c(NC(=O)c2c(F)cccc2F)c(=O)n(-c2ccccc2)n1C
    9	0	112	104	1	99	122	-5
- CSc1nsc(SCC(=O)Nc2nc3ccccc3s2)n1
    0	2	107	102	80*	111	108	-8
- CCOC(=O)N1CCC(NC(=O)c2cc(S(=O)(=O)N3CCC4(CC3)OCCO4)ccc2F)CC1
    9	-2	97	101	1	94	93	-2
- CCN(CCn1cccn1)C(=O)C1CCC(=O)N(CCc2cccc(F)c2)C1 (stereo not given)
    4	7	83	102	8	87	94	-14
- CCOC(=O)C1(Cc2cccc(F)c2)CCN(C(=O)c2cscn2)CC1
    2	-7	98	91	0	99	104	-3
- COc1cc(C(=O)NCC(=O)N/N=C/c2ccco2)cc(OC)c1OC
    0	1	96	99	-1	94	119	0
- CCOc1ccc(C(=O)Nc2c3c(nn2-c2ccccc2)CS(=O)(=O)C3)cc1
    8	3	102[may fluoresce green]	100[may fluoresce green]	11	94[may fluoresce green]	104	7
- Cc1ccc2c(c1)N(CC(=O)NC1CCCCC1)C(=O)c1cccnc1O2
    2	-2	112	100	-1	109	91	12
- COc1cccc(C2=CC(c3ccc(N(C)C)cc3)n3nnnc3N2)c1 (stereo not given)
    -16	-4	96	95	13	100	120	-31
- Cc1ccccc1S(=O)(=O)Cc1ccc(C(=O)NCCN(CC(C)C)CC(C)C)o1
    -5	?	94	95	2	96	95	-6
- CN(CC(=O)NCCc1ccc(S(N)(=O)=O)cc1)CC(=O)Nc1ccccc1C(F)(F)F
    4	1	114	103	0	136	133	12
- O=C(NNC(=O)c1cccc(O)c1)Nc1ccc([N+](=O)[O-])cc1
    6	-1	112	126	2	107	99	6
- O=C(CSc1nnc(NC(=O)c2ccco2)s1)Nc1ccccc1Br
    -1	-4	106	102	0	101	94	3
- CCC(C)NC(=O)C1CCCCN1S(=O)(=O)c1ccc(F)cc1 (stereo not given)
    5	1	98	101	0	104	88	-3
- O=c1cc(N2CCOCC2)c2ccccc2o1
    5	-9	102	95	-7	102	103	3
- CC(CCc1ccccc1)NC(=O)COC(=O)c1ccc(F)cc1 (stereo not given)
    0	1	98	99	3	100	117	4
- COc1cc(C(=O)NCC(c2cccs2)N2CCOCC2)c([N+](=O)[O-])cc1OC (stereo not given)
    6	-24	93	97	0	101	98	5
- Cc1cccc2c3nc4ccccc4nc3n(C)c12
    -7	-3	109	98	69*	98	96	-4
- Cc1cccc(NC2=NC(C)(C)N=C(N)N2)c1
    6	-7	100	98	-1	95	100	-1
- O=C(COC(=O)c1ccc(S(=O)(=O)NCc2ccco2)cc1)c1ccccc1
    6	0	93	102	0	99	88	10

Shown as a markdown table: entries from further up.
| SMILES | proCasp3 act | GASC-1 inh | MEP2 TOR yeast | RPL19A-GFP yeast | AHR act | LAP4-GFP MLPCN | Yeast superoxide | proCasp7 act |
| --- | --- | --- | --- | --- | --- | --- | --- | --- |
| CCOc1ccc(C(=O)Nc2c3c(nn2-c2ccccc2)CS(=O)(=O)C3)cc1 | 8 | 3 | 102[may fluoresce green] | 100[may fluoresce green] | 11 | 94[may fluoresce green] | 104 | 7 |
| Cc1ccc2c(c1)N(CC(=O)NC1CCCCC1)C(=O)c1cccnc1O2 | 2 | -2 | 112 | 100 | -1 | 109 | 91 | 12 |

The list goes on.
The line under a structure holds: proCasp3 act	GASC-1 inh	MEP2 TOR yeast	RPL19A-GFP yeast	AHR act	LAP4-GFP MLPCN	Yeast superoxide	proCasp7 act
- O=C(COc1ccc(S(=O)(=O)N2CCCC2)cc1)NCC1CCCO1 (stereo not given)
    1	5	96	96	-2	99	106	18
- COc1ccc(OCC(=O)Nc2ccccc2N2CCN(C)CC2)cc1
    6	-8	102	107	0	91	83	6
- Cc1ccc(C)c(NC(=O)c2ccccc2C(=O)c2ccccc2)c1
    -1	-19	95	95	0	102	96	-4
- COc1ccc(N(CC(=O)N2CCCC2)S(=O)(=O)c2ccc(NC(C)=O)cc2)cc1
    0	-5	100	102	0	97	91	2
- CCC1(CC)C(=O)C2=C3C1[C@H](C(=O)OC)CC(C(=O)OC)C[C@H]3n1c(=O)n(-c3ccccc3)c(=O)n1[C@H]2C (stereo not given in full)
    11	6	91	99	4	105	98	-5
- CC(C)=CC(=O)OCC(=O)Nc1cc(C)ccc1C
    2	11	101	109	4	109	103	11
- O=C(Nc1ccc(O)cc1)c1cc2ccccc2c(=O)s1
    5	16	96	98	-2	109	86	9
- Cc1oc(S(=O)(=O)N2CCOCC2)cc1C(=O)Nc1ccc(F)cc1
    -11	-2	84	85	-4	93	83	6
- COc1cc([C@H]2c3c(cc(OC)c(O)c3OC)C[C@@H](CO)[C@@H]2CO[C@@H]2O[C@H](CO)[C@@H](O)[C@H](O)[C@H]2O)cc(OC)c1O
    1	2	98	97	0	96	103	-1
- CCc1nnc(NS(=O)(=O)c2ccc(NC(=O)COc3ccc(Cl)c(C)c3)cc2)s1
    -4	11	100	94	2	95	102	6
- C[C@H](CO)N1C[C@H](C)[C@@H](CN(C)S(=O)(=O)c2ccc(F)cc2)Oc2ccc(NC(=O)Nc3ccccc3)cc2C1=O
    5	30	/	/	-1	/	97	7
- CCC(c1nnnn1C(C)(C)C)N1CCN(C2CCCC2)CC1 (stereo not given)
    4	-20	101	106	1	117	99	9
- Cc1cc(C)cc(NC(=O)C2CCCN(S(=O)(=O)c3cnc[nH]3)C2)c1 (stereo not given)
    5	-22	109	101	16	96	93	-7
- COc1cc2[nH]c(=O)n(CCCCCC(=O)N3CCN(c4ccccn4)CC3)c(=O)c2cc1OC
    11	-1&-3	94	94	-4	82	100	0
- COc1cccc(C(C(=O)NC2CCCCC2)N(C(=O)Cc2cccs2)c2ccc(-n3cnnn3)c(OC)c2)c1 (stereo not given)
    -3	-1	104	99	0	101	87	1
